HIF act = HIF pathway transcriptional activators, primary screen, cell-based, U2OS HRE-luciferase, luminescence; U2OS HRE-luciferase reporter; normalized: DMSO 0%, desferrioxamine 100%; activation, % at 7.5 µM (by protocol); 300,000 tested, 0.32% active;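 active = mean activation of at least 10% of the iron chelator positive control signal, with at least half of replicates also reaching 10%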
GSK3B inh = human GSK3beta kinase inhibitors, primary screen, biochemical, cell-free homogeneous, HTS; activity score (negative = inhibition), % at 10 µM; 300,000 tested, 0.038% active; GST-GSK3beta kinase, ADP-Glo luminescence, 60 min; hits give low values; Glycogen synthase kinase-3 beta (Homo sapiens), P49841;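 active = more than half of replicate wells score below -50%, meaning over 50% inhibition versus plate controls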;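 also: 0% = median DMSO wells and -100% = median GW8510 positive control wells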
Target sequence (P49841 whole entry, looked up): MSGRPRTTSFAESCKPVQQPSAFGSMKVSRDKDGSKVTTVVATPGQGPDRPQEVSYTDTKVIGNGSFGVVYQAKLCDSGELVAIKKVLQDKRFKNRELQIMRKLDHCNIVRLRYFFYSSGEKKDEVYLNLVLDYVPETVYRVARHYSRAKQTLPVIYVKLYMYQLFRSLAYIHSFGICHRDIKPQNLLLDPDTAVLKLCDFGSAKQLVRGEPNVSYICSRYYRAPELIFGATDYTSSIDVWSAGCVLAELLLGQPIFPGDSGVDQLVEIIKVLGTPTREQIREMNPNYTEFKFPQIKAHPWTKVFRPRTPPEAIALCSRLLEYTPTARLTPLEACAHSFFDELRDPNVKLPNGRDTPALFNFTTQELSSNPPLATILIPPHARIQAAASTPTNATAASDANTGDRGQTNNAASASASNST
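Assay system: GST-tagged human GSK3beta kinase, cell-free; Input: 1.6 ng GSK3beta; Medium: Tris/MgCl2 kinase buffer; Timing: 60 min enzyme reaction, room temperature; Signal: ADP-Glo luminescence quantifying ADP generated by kinase; Evaluation: score relative to plate controls; Benchmarks: DMSO neutral wells and GW8510 at 20 µM as positive.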
aSyn UTR inh = MLPCN primary screen, SNCA 5' untranslated region; alpha-synuclein 5'UTR reporter, inhibitor activity; inhibition, % (tested at 7.5 µM); 300,000 tested, 0.82% active; in the data active = inhibition above about 60%;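 also: H4 neuroglioblastoma cells stably carrying SNCA 5'UTR luciferase fusion; 0% = DMSO wells and 100% = positive control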
GSK3A inh = blockers of GSK3A enzyme activity – biochemical, luminescence, cell-free homogeneous, HTS, primary screen; Glycogen synthase kinase-3 alpha (Homo sapiens), P49840; GSK-3 alpha kinase, ADP-Glo luminescence, 60 min; inhibition, % at 10 µM; 320,000 tested, 0.1% active;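 in the data active = inhibition above about 50%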;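 also: GST-tagged GSK-3 alpha with peptide substrate and 25 µM ATP; 0% = DMSO neutral wells and 100% = GW8510 positive control wells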
Target sequence (P49840 whole entry, looked up): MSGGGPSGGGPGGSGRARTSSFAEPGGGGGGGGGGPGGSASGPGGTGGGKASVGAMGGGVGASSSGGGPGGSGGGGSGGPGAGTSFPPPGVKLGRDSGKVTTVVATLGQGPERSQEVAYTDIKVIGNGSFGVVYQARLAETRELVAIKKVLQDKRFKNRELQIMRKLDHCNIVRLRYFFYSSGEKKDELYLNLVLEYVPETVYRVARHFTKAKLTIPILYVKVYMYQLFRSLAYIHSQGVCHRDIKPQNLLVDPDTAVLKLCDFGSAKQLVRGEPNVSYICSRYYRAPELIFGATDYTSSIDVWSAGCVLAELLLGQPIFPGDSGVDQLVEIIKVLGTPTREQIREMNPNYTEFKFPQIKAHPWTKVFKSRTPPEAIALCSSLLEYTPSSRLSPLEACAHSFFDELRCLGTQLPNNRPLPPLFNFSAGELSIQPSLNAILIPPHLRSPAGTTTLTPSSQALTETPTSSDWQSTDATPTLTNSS
KLF5 inhibitor = KLF5 expression inhibitors, primary screen, DLD-1 cells, luminescence | DLD-1 KLF5 promoter-luciferase reporter | inhibition, % at 5 µM | 290,000 tested, 0.23% active | AID 1700, 2009;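 active = inhibition above a per-plate limit of that plate's mean compound inhibition plus 3 SD, cut at about 60% in these data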;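 also: 0% = DMSO wells and 100% = LY294002 at 200 µM; higher means less KLF5 promoter-driven luciferase light; inactives centre near -14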
HSP90 inh = HSP90 inhibitors, primary screen, cell lysate, luminescence | inhibition, % at 5.6 µM | 290,000 tested, 0.91% active | AID 1789, 2009 | Rabbit reticulocyte lysate, luciferase refolding luminescence, 3 h | Heat shock protein HSP 90 (rabbit reticulocyte lysate; luciferase refolding);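 active = inhibition above the screen-wide mean plus 3 SD, computed separately per campaign, cut at about 16% in these data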;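 also: 0% = DMSO wells and 100% = 60 µM geldanamycin wells; inhibitors lower the luminescence because luciferase stays unfolded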
HSF1 activator = HSF-1 activators, primary screen, NIH3T3-HGL cells, MG132 stress, luminescence, single point | NIH3T3-HGL HSF-1 luciferase reporter, 8 h; 100% = twice DMSO control signal | activation, % at 9 µM | 300,000 tested, 1.7% active;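 active = mean replicate activation of at least 50% with a set share of replicates each reaching 50%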;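 also: 0% = median of the neutral control wells and 100% = twice that signal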
AI-2 QS mod = Vibrio harveyi AI-2 quorum sensing modulators, primary screen, JMH597 strain, luminescence/OD600 ratio; activity change, % at 7.5 µM; AID 2094, 2009; 300,000 tested, 0.4% active; Vibrio harveyi JMH597 AI-2 luminescence/OD600 ratio, 9 h; hits give low values; strain lacks LuxN and CqsS sensors; 0 = neutral-control median; in the data active = activity change below about -75%, passing the limit was not always enough;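 also: luminescence divided by OD600 gain over 9 h not by final OD600 alone; inactives centre near 13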
HSF1 inh = HSF1 inhibitors in luciferase reporter cells, primary screen, cell-based, NIH3T3, luminescence | NIH3T3-HGL HSE-luciferase, MG132-induced, luminescence 8 h; hits give low values | activity change, negative = inhibition, % at 7.5 µM (by protocol) | AID 2098, 2009 | 300,000 tested, 0.77% active;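 active = more than half of replicate wells show activity change below -50%, luminescence cut by over half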;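 also: luciferase reports HSF-1 transcriptional activity via heat shock element; 0% = median of DMSO wells and -100% = zero luminescence signal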
IEC-6 cytotox = cytotoxicity in IEC-6 intestinal epithelial cells, primary screen, cytotoxicity control for KLF5 inhibitor project, cell-based, luminescence; IEC-6 cytotoxicity, luminescence viability; inhibition, % at 5 µM; 290,000 tested, 0.78% active; in the data active = inhibition above about 22%;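 also: 0% = plate median of test compound wells and 100% = cytotoxic reference compound wells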
An asterisk follows results filed as active.

For COC(=O)c1cc(-c2ccccc2)sc1NC(=O)c1cc(C)on1 the results were HIF act -0.4, GSK3B inh -4, aSyn UTR inh -17, KLF5 inhibitor -21, HSP90 inh 1, HSF1 activator -7, AI-2 QS mod 5, HSF1 inh -8 and IEC-6 cytotox 4.
For COc1ccc(Cc2nnc(Nc3ccccc3OC)[nH]c2=O)cc1 the results were HIF act 0.2, GSK3B inh -2, aSyn UTR inh -21, GSK3A inh -12, KLF5 inhibitor 3, HSP90 inh -1, HSF1 activator 7, AI-2 QS mod 9, HSF1 inh 8 and IEC-6 cytotox -3.
COc1cccc(S(=O)(=O)N2CCOCC2)c1 was read as HIF act -0.4, GSK3B inh 24, aSyn UTR inh -25, GSK3A inh -4, KLF5 inhibitor -29, HSP90 inh 4, HSF1 activator 16, AI-2 QS mod 7, HSF1 inh -1 and IEC-6 cytotox 2.
Screening CCC(C)(C)n1nnnc1C(c1cc2ccc(OC)cc2[nH]c1=O)N1CCc2ccccc2C1 (stereo unspecified) returned HIF act -0.5, GSK3B inh -2, aSyn UTR inh -19, GSK3A inh -2, KLF5 inhibitor -1, HSP90 inh 5, HSF1 activator 20, AI-2 QS mod 11, HSF1 inh 19 and IEC-6 cytotox 1.
For O=c1sc2ccccc2c(N2CCCC2)c1[N+](=O)[O-] the results were HIF act 0.3, GSK3B inh -2, aSyn UTR inh 11, GSK3A inh -5, KLF5 inhibitor -14, HSP90 inh 2, HSF1 activator 7, AI-2 QS mod 23, HSF1 inh 4 and IEC-6 cytotox -5.
`O=C(COC(=O)CCCN1C(=O)c2cccc3cccc(c23)C1=O)Nc1cccc(Br)c1` gave HIF act 0.1, GSK3B inh 4, aSyn UTR inh -16, GSK3A inh -2, KLF5 inhibitor 17, HSP90 inh -2, HSF1 activator -12, AI-2 QS mod 25, HSF1 inh -1 and IEC-6 cytotox 3.
`O=c1c2sccc2n(Cc2cccc(F)c2)c(=O)n1-c1ccc(F)cc1` gave HIF act -0.9, GSK3B inh 3, aSyn UTR inh 13, GSK3A inh -8, KLF5 inhibitor 11, HSP90 inh 0, HSF1 activator 48, AI-2 QS mod 14, HSF1 inh 2 and IEC-6 cytotox -15.
Cc1cc(S(=O)(=O)Nc2cccc(O)c2)c(C)s1 was read as HIF act -0.8, GSK3B inh -1, aSyn UTR inh 6, GSK3A inh 0, KLF5 inhibitor -15, HSP90 inh 1, HSF1 activator 1, AI-2 QS mod 5, HSF1 inh 0 and IEC-6 cytotox -5.
`CCN(CC)S(=O)(=O)c1ccc(NC(=O)Nc2cccc(C(F)(F)F)c2)cc1` gave HIF act -0.4, GSK3B inh 0, aSyn UTR inh 39, KLF5 inhibitor -14, HSP90 inh 2, HSF1 activator -9, AI-2 QS mod -8, HSF1 inh -9 and IEC-6 cytotox 17.
`COc1ccc(NC(=O)c2cc(S(=O)(=O)Nc3ccc(OC)cc3)cs2)cc1` gave HIF act -0.4, GSK3B inh 0, aSyn UTR inh -14, GSK3A inh 0, KLF5 inhibitor -21, HSP90 inh -3, HSF1 activator 20, AI-2 QS mod 10, HSF1 inh 3 and IEC-6 cytotox 1.
Screening O=C(NCCN1CCOCC1)c1cc(-c2ccc(Cl)s2)nc2ccccc12 returned HIF act -0.6, GSK3B inh 1, aSyn UTR inh -13, GSK3A inh 0, KLF5 inhibitor -19, HSP90 inh -1, HSF1 activator 6, AI-2 QS mod 21, HSF1 inh 7 and IEC-6 cytotox 0.
O=S(=O)(/N=C(/Nc1ccc(Cl)c(S(=O)(=O)N2CCOCC2)c1)c1ccc(F)cc1)c1ccccc1 was read as HIF act 0.0, GSK3B inh 3, aSyn UTR inh 0, GSK3A inh -3, KLF5 inhibitor -24, HSP90 inh 2, HSF1 activator -5, AI-2 QS mod 16, HSF1 inh 3 and IEC-6 cytotox 4.
`CSc1ncccc1C(=O)OCC(=O)NC(N)=O` gave HIF act -0.1, GSK3B inh -5, aSyn UTR inh -13, GSK3A inh -2, KLF5 inhibitor 0, HSP90 inh 0, HSF1 activator 1, AI-2 QS mod -32, HSF1 inh 1 and IEC-6 cytotox 4.
CCOc1ccc(CCNC(=O)COc2cc(=O)n(C)c3ccccc23)cc1OCC was read as HIF act 0.1, GSK3B inh -2, aSyn UTR inh 19, GSK3A inh 2, KLF5 inhibitor -11, HSP90 inh 1, HSF1 activator 2, AI-2 QS mod 3, HSF1 inh 2 and IEC-6 cytotox 3.
Screening COc1ccc(N2CCN(S(=O)(=O)CC34CCC(CC3=O)C4(C)C)CC2)cc1 (stereo unspecified) returned HIF act 0.2, aSyn UTR inh 2, GSK3A inh 2, KLF5 inhibitor -28, HSP90 inh 0, HSF1 activator -4, HSF1 inh -13 and IEC-6 cytotox -2.
Screening O=C(O)c1ccccc1C(=O)c1ccc2c(c1)CCC2 returned HIF act -2.8, GSK3B inh 7, aSyn UTR inh -13, GSK3A inh -4, KLF5 inhibitor -57, HSP90 inh -1, HSF1 activator 5, AI-2 QS mod 45, HSF1 inh -3 and IEC-6 cytotox -8.
Screening Cc1ccc(S(=O)(=O)N2CCC(C(=O)NCCCOC(C)C)CC2)cc1 returned HIF act 0.0, GSK3B inh 0, aSyn UTR inh 1, GSK3A inh -1, KLF5 inhibitor -20, HSP90 inh 2, HSF1 activator -2, AI-2 QS mod 6, HSF1 inh -2 and IEC-6 cytotox 1.
COc1cc(C)c(NC(=O)C(=S)NCCc2ccccc2)cc1C was read as HIF act -0.8, GSK3B inh 0, aSyn UTR inh -13, GSK3A inh -4, KLF5 inhibitor -22, HSP90 inh 6, HSF1 activator -5, AI-2 QS mod 14, HSF1 inh -4 and IEC-6 cytotox 4.
`O=C(Cc1cccc2ccccc12)Nc1nc(-c2cccc([N+](=O)[O-])c2)cs1` gave HIF act -0.4, GSK3B inh 1, aSyn UTR inh 9, GSK3A inh -3, KLF5 inhibitor -3, HSP90 inh 0, HSF1 activator 8, AI-2 QS mod 18, HSF1 inh -3 and IEC-6 cytotox 2.
Screening CC(C)c1cc(-c2cc(-c3ccccc3)on2)nc(NC2CCCC2)n1 returned HIF act -1.8, GSK3B inh 1, aSyn UTR inh -4, GSK3A inh -1, HSF1 activator 10, AI-2 QS mod 27 and HSF1 inh -1.
`O=C(c1ccc([N+](=O)[O-])s1)N1CCN(c2ccccc2)CC1` gave HIF act -0.3, GSK3B inh 0, aSyn UTR inh -10, GSK3A inh 0, KLF5 inhibitor -35, HSP90 inh 1, AI-2 QS mod 26 and IEC-6 cytotox -6.
Screening CCN(CC)C(=O)N1CCc2ccccc21 returned HIF act 0.1, GSK3B inh 0, aSyn UTR inh -17, KLF5 inhibitor 5, HSP90 inh -3, HSF1 activator 0, AI-2 QS mod 24, HSF1 inh -3 and IEC-6 cytotox 6.
`Cc1sc2ncn(CC(=O)NCC(=O)N3CCN(c4ccc(F)cc4)CC3)c(=O)c2c1C` gave HIF act -0.3, GSK3B inh 1, aSyn UTR inh -3, GSK3A inh -2, KLF5 inhibitor -5, HSP90 inh -3, HSF1 activator 10, AI-2 QS mod 14, HSF1 inh -2 and IEC-6 cytotox 2.
`Cc1ccc2c(c1)NC(=O)c1cccc([N+](=O)[O-])c1CO2` gave HIF act -0.7, GSK3B inh -3, aSyn UTR inh 13, GSK3A inh -4, KLF5 inhibitor -43, HSP90 inh 2, HSF1 activator 23, AI-2 QS mod -16, HSF1 inh 2 and IEC-6 cytotox -1.
For Cc1ccc(S(=O)(=O)Nc2nc3ccc(S(C)(=O)=O)cc3s2)cc1 the results were HIF act -0.3, GSK3B inh 5, aSyn UTR inh 15, GSK3A inh 0, KLF5 inhibitor -14, HSP90 inh -3, HSF1 activator -12, AI-2 QS mod 13, HSF1 inh -3 and IEC-6 cytotox -5.
Screening CCC(Sc1ncnc2c1c(-c1ccccc1)cn2-c1ccc(OC)cc1)C(=O)OC (stereo unspecified) returned HIF act 0.1, GSK3B inh 1, aSyn UTR inh 7, GSK3A inh -1, KLF5 inhibitor -19, HSP90 inh -1, HSF1 activator -1, AI-2 QS mod 3, HSF1 inh -6 and IEC-6 cytotox -3.
For Nc1c(C(=O)Nc2ccc(Br)cc2)sc2nc(-c3ccco3)ccc12 the results were HIF act 1.2, GSK3B inh -5, aSyn UTR inh -171, GSK3A inh 0, KLF5 inhibitor -5, HSP90 inh -1, HSF1 activator 14, AI-2 QS mod 10, HSF1 inh 6 and IEC-6 cytotox -11.
`CC(C)N1C(=O)C2C(C(=O)NC3CCCCC3)C3C=CC2(O3)C1C(=O)NC1CCCCC1` (stereo unspecified) gave HIF act 0.4, GSK3B inh 1, aSyn UTR inh 9, GSK3A inh 0, KLF5 inhibitor -8, HSP90 inh 6, HSF1 activator -6, AI-2 QS mod 18, HSF1 inh 5 and IEC-6 cytotox 6.
`CCOc1ccc(C(=O)Nc2ccc(-c3cc4ccccc4oc3=O)c(C)c2)cc1[N+](=O)[O-]` gave HIF act -0.3, GSK3B inh 1, aSyn UTR inh 9, GSK3A inh 0, KLF5 inhibitor -6, HSP90 inh 0, HSF1 activator -6, AI-2 QS mod 15, HSF1 inh 0 and IEC-6 cytotox 3.
Screening O=C(CCl)N(C1CCCC1)C1CCS(=O)(=O)C1 (stereo unspecified) returned HIF act -0.5, GSK3B inh 1, aSyn UTR inh -49, GSK3A inh -4, KLF5 inhibitor -36, HSP90 inh -1, HSF1 activator -11, AI-2 QS mod 17, HSF1 inh 0 and IEC-6 cytotox 0.
CN(C)CCCCCCCCCCC(=O)/C=N/O was read as HIF act -0.2, GSK3B inh 2, aSyn UTR inh 1, GSK3A inh -5, KLF5 inhibitor -25, HSP90 inh 0, HSF1 activator 42, AI-2 QS mod 5, HSF1 inh 14 and IEC-6 cytotox -4.
For Cc1ccc(C(=O)OCC(=O)c2c[nH]c3ccccc23)cc1NC(=O)c1ccco1 the results were HIF act 1.7, GSK3B inh 1, aSyn UTR inh -70, GSK3A inh -1, KLF5 inhibitor -23, HSP90 inh 4, HSF1 activator 2, AI-2 QS mod 6, HSF1 inh 3 and IEC-6 cytotox 4.
Screening CN(CCc1ccccn1)S(=O)(=O)c1ccc2c3c(cccc13)C(=O)N2 returned HIF act -0.2, GSK3B inh -1, aSyn UTR inh 21, GSK3A inh 17, KLF5 inhibitor -15, HSP90 inh 4, HSF1 activator 15, AI-2 QS mod 20, HSF1 inh -3 and IEC-6 cytotox 1.
